Compound activity from PubChem BioAssay.
Pf growth 96h = P. falciparum growth inhibition at 96 hours. 6.9% of 320,000 active. AID 504834. P. falciparum luciferase reporter growth, 96 h. Potency, µM (series often up to 28.7 µM), for the others: at the highest dose activity change, negative = inhibition, hits mostly inhibitors; note: potency is the fitted concentration of half-maximal effect; % is set by controls: 0 for no effect and ±100 for the full control effect
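96 h incubation, 37 C, 5% CO2, of luciferase-reporter P. falciparum-infected RBCs (2% hematocrit, 0.05% parasitemia final) with test compounds; endpoint luminescence.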
Giardia FBPA inh = Giardia lamblia aldolase inhibition | AID 2451 | purified Giardia FBPA | Potency, µM (doses to about 59.6 µM), for the others: at the top dose activity, negative = inhibition, hits mostly inhibitors | A8B2U2 | 0.71% of 290,000 active; note: potency is the fitted concentration of half-maximal effect; % is set by controls: 0 for no effect and ±100 for the full control effect; nearly all actives have a fitted effect of over 55% in size
Target sequence (A8B2U2 whole entry, looked up): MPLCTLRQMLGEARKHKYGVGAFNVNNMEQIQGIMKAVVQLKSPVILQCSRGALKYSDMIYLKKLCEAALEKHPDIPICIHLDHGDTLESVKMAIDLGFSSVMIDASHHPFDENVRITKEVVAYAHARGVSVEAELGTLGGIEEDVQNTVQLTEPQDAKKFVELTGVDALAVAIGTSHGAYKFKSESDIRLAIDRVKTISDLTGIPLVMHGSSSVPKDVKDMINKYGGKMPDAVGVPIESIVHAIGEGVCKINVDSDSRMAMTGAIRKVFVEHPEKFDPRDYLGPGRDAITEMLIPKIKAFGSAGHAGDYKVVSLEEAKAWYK
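Giardia FBPA (40 nM reagent) was preincubated 10 min at RT with compound (up to 57.5 uM final), then substrate plus GAPDH/TPI/NAD/arsenate coupling system with diaphorase/resazurin was added; resorufin fluorescence (525/598 nm) was read after 20 min.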
HCV inhibitor = blocks hepatitis C virus; Huh7.5.1 HCVcc-Cre infection, luciferase reporter, 44 h; Potency, µM (series often up to 41.8 µM), for the others: top-dose activity change, negative = inhibition, actives largely listed as inhibitors; 3.4% of 340,000 active; note: potency is the fitted concentration of half-maximal effect; % is set by controls: 0 for no effect and ±100 for the full control effect
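A cell-based infection assay in which seeded cells (1,000 per well) receive test compound after 4 h, are inoculated with HCVcc-Cre at approximately 0.5 moi, and are incubated 44 h before luminescence detection.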
Shiga toxin inh = inhibitors of Shiga toxin in Vero cells; inhibition, % at 38.7 µM; Vero cells, Shiga toxin protein synthesis inhibition reporter; 9.2% of 290,000 active; AID 2315; in the data active = inhibition mostly above about 28%, no sharp cut-off; inactive = mostly below about 43%; note: 0% is about no effect
CHX counter = affects cycloheximide protein synthesis inhibition readout, counter-screen | cell reporter, cycloheximide protein synthesis inhibition counterscreen | max response, % | 12% of 300,000 active | AID 2314; in the data active = max response mostly above about 13%, no sharp cut-off; inactive = mostly below about 14%; note: read at 38.3 µM for the half of the compounds with a filed dose; 0% is about no effect
Pf growth 48h = inhibits P. falciparum growth in the first generation, 48 h; P. falciparum luciferase growth in erythrocytes, 48 h; Potency, µM (top dose mostly 28.7 µM), without a hit: at the top dose activity change, negative = inhibition, actives largely listed as inhibitors; 5.9% of 310,000 active; note: potency is the fitted concentration of half-maximal effect; % is set by controls: 0 for no effect and ±100 for the full control effect
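A one-generation exposure of luciferase-tagged malaria parasites in RPMI 1640/Albumax erythrocyte culture, 37 C and 5% CO2. Inhibition is inferred from decreased luminescence after adding detection reagent.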
* = called active by the depositor; ? = inconclusive; · = not tested or not shown; & = joins results of further samples; [ ] = dose if it differs, or a comment. Unless noted, calls come from the whole dose curve; as a rule, active = well fitted curve in the direction sought with a large enough effect; inconclusive = small, poorly fitted or top-dose-only effect, or another doubt; inactive = no such curve, though single readings can be large; an effect the other way counts as inactive or inconclusive.

SMILES | Pf growth 96h | Giardia FBPA inh | HCV inhibitor | Shiga toxin inh | CHX counter | Pf growth 48h
CCOc1cc2c(cc1OCC)C(c1ccccc1)N(c1ccc(C(=O)O)cc1)C(=O)C2 (stereo unspecified) | ? | 7% | 5% | -5 | -1 | ?
O=C(NC1CCS(=O)(=O)C1)c1cc(-c2ccccc2)nc2ccccc12 (stereo unspecified) | 0% | 3% | -5% | 17 | 11 | -12%
CN1CCN(CCCNC(=O)c2cn(C3CCCCC3)c(=O)c3c2c2ccccc2n3C)CC1 | 21% | 0% | -14% | -9 | -4 | ·
CCOC(=O)C1CCN(C(=O)COC(=O)c2cc([N+](=O)[O-])ccc2N2CCOCC2)CC1 | 6% | · | 2% | · | · | 4%
COc1ccccc1CNC(=O)c1ccc(Br)o1 | 6% | 2%[89.2 µM] | 0%[8.37 µM] | -12 | 7&7 | 26%
Cc1nn(-c2ccccc2)c(C)c1Cc1ccc(O)cc1 | 47%[activator] | 11% | ? | 77* | 26* | 43%[activator]
O=C(Nc1ccc2c(c1)OCO2)NC1(C(F)(F)F)Oc2ccccc2O1 | -20% | ? | ? | 66 | 30 | ·
COC(=O)CS(=O)(=O)c1ccc2c(c1)CC(=O)N2 | 56%[activator] | -1% | -6% | 7 | -1 | 3%
COC(=O)c1cc(Cn2nc(C(=O)O)c3ccccc3c2=O)oc1C | ? | 2% | -12% | -7 | 3 | 38%[activator]
Cc1ccc(NC(=O)CSc2nnc(-c3ccncc3)n2N)cc1C | -18% | 10% | 9% | 23 | 3 | 10%
COCCCNC(=S)N1CCN(C)CC1 | -2% | ? | -12% | 2 | -5 | 2%
O=C(CN1CCCCCCC1)N/N=C/c1ccccc1F | ? | 12% | 32%[activator] | -27 | 20 | -10%
COC(=O)C1=C(C)NC(=O)/C1=C\c1cccs1 | 27% | 0% | ? | -2 | 1 | ·
Cc1ccc(N2C(SCC(=O)O)=NC(=Nc3cccc(C)c3)C23CCCC3)cc1 | -7% | ? | -5% | -4 | 4 | 31%[activator]
CC(C)OC(=O)Cn1nnc2c(cnn2-c2ccccc2)c1=O | -29% | 9% | 9% | 65* | 46* | 130%[activator]
O=C(NCCc1ccccc1)C1CCN(S(=O)(=O)N2CCCC2)CC1 | 111%[activator] | -2% | 17% | 6 | 5 | 5%
COc1ccc(-c2oc(=O)c3cc(OC)c(OC)cc3c2/C=C/c2cccc([N+](=O)[O-])c2)cc1 | ? | · | -14% | · | · | -25%
CCOc1ccccc1CN1CCN(Cc2ccc3cc(F)ccc3n2)CC1CCO (stereo unspecified) | ? | -21% | -16% | -5 | -6 | 1%
Cn1c(CCN2CCCCC2)nc2cc(NC(=O)COc3ccc([N+](=O)[O-])cc3)ccc21 | ? | -1% | -30% | -5 | -2 | ?
CN(C)S(=O)(=O)c1cccc(NC(=O)COC(=O)CNC(=O)c2ccccc2F)c1 | 29% | 0% | 18% | -8 | -2 | 14%
Nc1nc(-c2cccs2)cs1 | 122%[activator] | · | 7% | 69 | 34* | 18%
CC(=O)c1ccc(N2CCN(S(=O)(=O)c3cc4[nH]c(=O)c(=O)[nH]c4cc3C)CC2)cc1 | -4% | -16% | 11% | 24* | 19* | 2.3µM*
O=C(NCc1cccnc1)c1cccc2c1C(=O)N(C1CCCCC1)C2 | 8% | 5% | ? | 12 | 1 | ?
Cc1ccc(NC(=O)C(SCC(=O)O)c2ccccc2)cc1C (stereo unspecified) | 25% | 19% | 15% | 13 | -2 | -6%
Cc1ncc([N+](=O)[O-])n1CC(=O)NCCc1ccccc1 | ? | 0% | 17% | -7 | 12 | 14%
(list continues)
SMILES | Pf growth 96h | Giardia FBPA inh | HCV inhibitor | Shiga toxin inh | CHX counter | Pf growth 48h
Cc1ccc(CN2CCSc3ccc(C(=O)NCc4ccco4)cc32)cc1 | -31% | 0% | -3% | 9 | 14 | ?
CCc1sc(N(C(=O)Cc2ccccc2)c2ccc(F)cc2)nc1-c1ccccc1 | 27% | -9% | 4% | -11 | -1 | ·
Cc1ccc(CNC(=O)COc2ccc3c(c2)CCC3)cc1 | -27% | -2% | 10% | 38 | 10 | -19%
CN1CCN(c2ccc(S(=O)(=O)N3CCCCC3)cc2NC(=O)c2ccc3ccccc3c2)CC1 | 9.3µM* | 0% | ? | 14 | -2 | 9.3µM*
Cc1cccnc1NC1OC(=O)c2ccccc21 (stereo unspecified) | · | 3% | 4% | -24 | 1 | 12%
CC1CCN(C(=O)COc2coc(CN3CCc4ccccc43)cc2=O)CC1 | ? | · | 31%[activator] | · | · | ?
O=C(/C(=C/c1cccc(Cl)c1)c1nc2ccccc2[nH]1)c1ccccc1 | 12µM* | 7% | ? | 38 | 47* | ?
CCC1(CC)C(=O)N(C)C(=O)NC1=Nc1ccccc1 | ? | -3% | 2% | -17 | 2 | -2%
O=[N+]([O-])c1ccc(-c2cnc(SC(c3ccccc3)c3ccccc3)[nH]2)cc1 | 7.4µM* | 0% | ? | -9 | -2 | ?
O=C(NCc1cccnc1)c1nn2cccnc2c1Cl | -10% | 2% | 13% | -13 | -3 | ?
O=C(CSc1nc2ccc(N3CCOCC3)cc2c(=O)n1CCc1ccccc1)NCC1CCCO1 (stereo unspecified) | ? | ? | 0% | 34 | 12 | ?
Cc1ccc(-c2cc(C(=O)N3CCOCC3)c3cc(C)ccc3n2)cc1 | 52%[activator] | -5% | ? | 27 | 21* | -23%
O=C(NCc1ccc(F)cc1)C1CCCN1S(=O)(=O)c1cccc2nsnc12 (stereo unspecified) | 22% | 5% | 14% | -4 | 5 | -2%
Nc1ccc(Oc2ccc(Br)cc2)cc1 | 35%[activator] | -1% | ? | 10 | 11 | 25%
O=C(NCCNC(=O)c1cc(OCC(F)(F)F)ccc1OCC(F)(F)F)Nc1cccc(C(F)(F)F)c1 | -62% | 1% | ? | -8 | 10 | 45%[activator]
CC(C)c1cc(CN2CCN(Cc3ccc(F)c(F)c3)C(CCO)C2)[nH]n1 (stereo unspecified) | 217%[activator] | -1% | 16% | -13 | -2 | -7%
CCOc1ccccc1C1c2[nH]c3ccccc3c2C[C@H]2C(=O)N(C3CCN(Cc4ccccc4)CC3)CC(=O)N12 (stereo partly specified) | 0.74µM* | 5% | ? | 21 | 7 | 0.93µM*
Nc1ncnc2c1ncn2C1OC(C(=O)NC2CC2)C(O)C1O (stereo unspecified) | 11% | · | 2% | · | · | 3%
Cn1c(CCN2CCN(c3ccc(F)cc3)CC2)nc2cc(NC(=O)c3ccco3)ccc21 | 2%[5.75 µM] | 3% | ? | 38 | 12 | ?
O=C(O)/C(=N/NC(=O)c1ccc(Cl)cc1)c1ccccc1 | 36%[activator] | -2% | 4% | 13 | 23* | 12%
CC[C@@H](C)[C@H](NC(=O)Cc1c(C)c2c(cc(C)c3c(C)coc32)oc1=O)C(=O)O | -2% | -8% | 9% | -4 | -1 | 0%
Cc1ccnc2nc(C(=O)OCC(=O)N3CC(C)CC(C)C3)nn12 (stereo unspecified) | 30% | · | 5% | · | · | -24%
COc1ccc(CCNC(=O)COC(=O)c2ccc(N3CCCC3=O)cc2)cc1 | 10% | 0% | 0% | 1 | -3 | -7%
O=C(NCCc1ccccc1)c1ccc(NS(=O)(=O)c2ccc3[nH]c(=O)[nH]c3c2)cc1 | 56%[activator] | · | 31% | · | · | 52%[activator]
C=CCn1cccc(C(=O)Nc2ccc(OC)cc2OC)c1=O | -3% | -4% | ? | 40 | 33 | 65%[activator]

An excerpt of these results, with two lines to a compound.
Under each structure: Pf growth 96h	Giardia FBPA inh	HCV inhibitor	Shiga toxin inh	CHX counter	Pf growth 48h
> CCOc1ccccc1C1c2[nH]c3ccccc3c2C[C@H]2C(=O)N(C3CCN(Cc4ccccc4)CC3)CC(=O)N12 (stereo partly specified)
 : 0.74µM*	5%	?	21	7	0.93µM*
> Nc1ncnc2c1ncn2C1OC(C(=O)NC2CC2)C(O)C1O (stereo unspecified)
 : 11%	·	2%	·	·	3%
> Cn1c(CCN2CCN(c3ccc(F)cc3)CC2)nc2cc(NC(=O)c3ccco3)ccc21
 : 2%[5.75 µM]	3%	?	38	12	?
> O=C(O)/C(=N/NC(=O)c1ccc(Cl)cc1)c1ccccc1
 : 36%[activator]	-2%	4%	13	23*	12%
> CC[C@@H](C)[C@H](NC(=O)Cc1c(C)c2c(cc(C)c3c(C)coc32)oc1=O)C(=O)O
 : -2%	-8%	9%	-4	-1	0%
> Cc1ccnc2nc(C(=O)OCC(=O)N3CC(C)CC(C)C3)nn12 (stereo unspecified)
 : 30%	·	5%	·	·	-24%
> COc1ccc(CCNC(=O)COC(=O)c2ccc(N3CCCC3=O)cc2)cc1
 : 10%	0%	0%	1	-3	-7%
> O=C(NCCc1ccccc1)c1ccc(NS(=O)(=O)c2ccc3[nH]c(=O)[nH]c3c2)cc1
 : 56%[activator]	·	31%	·	·	52%[activator]
> C=CCn1cccc(C(=O)Nc2ccc(OC)cc2OC)c1=O
 : -3%	-4%	?	40	33	65%[activator]

The results go on.
SMILES | Pf growth 96h | Giardia FBPA inh | HCV inhibitor | Shiga toxin inh | CHX counter | Pf growth 48h
CC(=O)C1=C(O)CC(c2ccccc2)CC1=NCCc1c(C)[nH]c2ccccc12 (stereo unspecified) | -27% | 1% | ? | -19 | -6 | 7.4µM*
COc1ccc(NC(=O)CC2C(=O)NCCN2C(=O)c2ccc(N(C)C)cc2)cc1 (stereo unspecified) | 45%[activator] | 1% | 3% | -2 | -2 | 27%
COc1ccccc1C(=O)OC1CCCN(C)C1 (stereo unspecified) | 29% | -7% | 13% | -9 | -9 | 1%
O=C(Nc1ccc(Nc2ccccc2)cc1)c1c(F)c(F)c(F)c(F)c1F | 4% | -11% | ? | · | 0 | 45%[activator]
CCOc1ccccc1NC(=O)c1cc(C(=O)c2cc(OC)ccc2O)coc1=N | 2.3µM* | -7% | -22% | 24 | -2 | 4.7µM*
O=C(Nc1cccc(C(=O)N2CCN(c3ccccc3)CC2)c1)c1ccco1 | -11% | · | 1% | 7 | 7 | -3%
Cc1cc(/C=N/n2cnnc2)c(C)n1-c1ccc(OCc2ccc(Cl)cc2Cl)cc1 | ? | 1% | 5.6µM* | -20 | -11 | ·
CC1Cc2nc(SCC(=O)NCc3ccco3)n(-c3ccccc3)c(=O)c2S1 (stereo unspecified) | ? | 0% | 1% | -3 | 2 | 7%
CCOC(=O)Cc1cc(=O)n2[nH]c(C(C)(C)C)cc2n1 | 11% | ? | 1% | -11 | -3 | 31%[activator]
N#CCSc1nc2ccccc2o1 | 4% | 0% | 14% | -8 | 1 | 40%[activator]
CC(=O)Nc1ccc(S(=O)(=O)/N=C2\SCCN2S(=O)(=O)c2ccc(NC(C)=O)cc2)cc1 | 14% | -26% | 17% | 6 | 5 | ?
Cc1nn(C)c(C(=O)Nc2ccc(Cn3cccn3)cc2)c1[N+](=O)[O-] | · | 4% | -6% | -10 | -2 | 7%
N=c1c2c(-c3ccccc3)c(-c3ccccc3)n(Cc3ccco3)c2ncn1CCCn1ccnc1 | ? | 9% | ? | -3 | -6 | 1.9µM*
Cc1cc(C)c(S(=O)(=O)Nc2ccnc(-c3cccnc3)n2)c(C)c1 | 9% | 20% | 19% | -11 | -1 | -1%
COc1ccc(CN2CCNC(=O)C2CC(=O)N(C)Cc2ccon2)c(OC)c1 (stereo unspecified) | -6% | -12% | 7% | 28 | -1 | -17%
O=C1CC(/C=C/c2cccnc2)=Nc2ccccc2N1 | ? | 1% | -6% | 30 | 17* | ?
COc1ccc(-c2nnnn2CCc2ccccc2)cc1 | 12% | 2% | 11% | 23 | 19* | 21%

Two entries drawn at random from the list so far:
SMILES | Pf growth 96h | Giardia FBPA inh | HCV inhibitor | Shiga toxin inh | CHX counter | Pf growth 48h
O=C1CC(/C=C/c2cccnc2)=Nc2ccccc2N1 | ? | 1% | -6% | 30 | 17* | ?
CC1Cc2nc(SCC(=O)NCc3ccco3)n(-c3ccccc3)c(=O)c2S1 (stereo unspecified) | ? | 0% | 1% | -3 | 2 | 7%
